Screens deposited in PubChem by several laboratories.
Bcl-B TR3 displacers: displacers of TR3 peptide from Bcl-B, primary screen, selectivity assay for Bfl-1 inhibitor project, biochemical, fluorescence polarization; FP displacement of FITC-TR3 peptide from Bcl-B; higher % means a stronger effect; displacement, % at 20 µM; hits with a dose series show IC50 in µM; hit rate 0.11% among 96,000; AID 748;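 active = displacement above 50% at 20 µM plus a fluorescence interference ratio under 1.5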;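 also: plate controls were wells without compound for no effect and wells lacking Bcl-B protein for full effect; a part of the inactive calls stands beside numbers as strong as those of hits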
NFkB transloc inh: blocks IL-1B driven NFkB nuclear translocation in HUVEC cells. HUVEC IL-1B NFkB p65 nuclear translocation imaging. inhibition, % at 2 µM. hit rate 0.43% among 94,000;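 active = inhibition above about 30% together with a positive call from visual inspection of the well image, limit read from the data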;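 also: nuclear over cytoplasmic p65 intensity ratio measured by imaging; 0% = IL-1B stimulated DMSO wells and 100% = unstimulated DMSO wells; values of inactives mirror those of a sister screen read the other way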
PLAP inhibition: inhibition of human placental alkaline phosphatase – biochemical, luminescence, HTS (AID 690); hit rate 0.08% among 96,000; purified PLAP, luminescent substrate; higher % means a stronger effect; inhibition, % at 20 µM; hits with a dose series show IC50 in µM; in the data active = a potency from the dose series; inactive = the rest, 99 in 100 with inhibition below about 30%; also: strong numbers were not always called active
MRP reversal: reverses drug resistance mediated by MRP | AID 602 | hit rate 0.04% among 85,000 | differential viability (reversal), % at 10 µM | H69AR cells + 2 uM doxorubicin, CellTiter-Glo, 72 h;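 active = viability drop by adding the cancer drug above about 55%, with treated viability meeting a 40% cutoff, limit read from the data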;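 also: viability without doxorubicin minus viability with 2 µM doxorubicin for each compound; larger differential means the compound sensitizes cells more to doxorubicin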
NFkB transloc pot: enhances IL-1B driven NFkB nuclear translocation; HUVEC IL-1B NFkB p65 nuclear translocation imaging; activation, % at 2 µM; hit rate 0.3% among 94,000; AID 819;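 active = activation above 40%, about the mean plus 3 SD, also judged a hit on visual image review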;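 also: percent activation is computed from the nuclear over cytoplasmic p65 intensity ratio; values of inactives mirror those of a sister screen read the other way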
MRP reversal cytotoxicity: recorded beside MRP reversal, whose call it bears; viability, %; H69AR cells, CellTiter-Glo, 72 h; measured here: cytotoxicity without doxorubicin
MRP reversal with doxorubicin: second read-out of MRP reversal, no call of its own (marks repeat the call); viability, %; measured here: viability with 2 uM doxorubicin; active compounds read low
NFkB transloc inh cell count 2 µM: further read-out of NFkB transloc inh, marked with its call; cell count; measured here: cells passing quality filter;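 raw number of nuclei counted in each imaged well without normalization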
NFkB transloc pot cell count 2 µM: further read-out of NFkB transloc pot, marked with its call; cell count; measured here: cells passing quality filter
* hit, by the source's call; / = not tested or not shown. Not all compounds are listed, so the mix of outcomes need not match the whole.

molecule | Bcl-B TR3 displacers | NFkB transloc inh | NFkB transloc inh cell count 2 µM | PLAP inhibition | MRP reversal | MRP reversal cytotoxicity | MRP reversal with doxorubicin | NFkB transloc pot | NFkB transloc pot cell count 2 µM
CCOCCCNCC(=O)NC1(C)C2CCC(C2)C1(C)C (stereo not given) | 0% | 17 | 143 | -25% | 15 | 82 | 68 | -17 | 143
O=C(CSCc1ccc(Br)cc1)Nc1ccc(S(=O)(=O)N2CCOCC2)cc1 | -6% | -1 | 134 | 22% | / | / | / | 1 | 134
Cc1ccc(/C=C/C(=O)Nc2ccc([N+](=O)[O-])cc2)o1 | -7% | 0 | 161 | -6% | / | / | / | 0 | 161
O=C(Nc1cc(C(F)(F)F)ccc1N1CCOCC1)c1ccc2ccccc2n1 | -14% | -10 | 114 | -19% | -13 | 50 | 64 | 10 | 114
Cc1ccc(S(=O)(=O)Nc2cccc(-c3cn4ccsc4n3)c2)cc1 | -25% | -15 | 110 | -7% | -22 | 30 | 52 | 15 | 110
CCOC(=O)C1CCN(C(=O)CSCCSCC(=O)N2CCC(C(=O)OCC)CC2)CC1 | 7% | / | / | -56% | 6 | 82 | 76 | / | /
Nc1nonc1C(=O)NCCNS(=O)(=O)c1ccc(Br)cc1 | 0% | 2 | 130 | 7% | / | / | / | -2 | 130
CCOc1ccc(OCC)c(NC(=O)CNS(=O)(=O)c2cccs2)c1 | -3% | -4 | 105 | -5% | / | / | / | 4 | 105
CC1CCN(S(=O)(=O)c2ccc(S(=O)(=O)NCc3ccccc3)cc2)CC1 | -5% | -12 | 152 | 18% | 1 | 38 | 38 | 12 | 152
CC1(C)CC(C)(c2ccc(O)cc2O)N(c2ccc3ccccc3c2)C(=S)N1 (stereo not given) | / | 13 | 175 | / | 12 | 106 | 94 | -13 | 175
CCc1cc(=O)oc2cc(OCC(=O)N3CCc4ccccc43)ccc12 | 3% | / | / | 4% | -7 | 80 | 87 | / | /
Cc1ccc(C(=O)n2c3ccccc3c3ccccc32)cc1 | 10% | -14 | 179 | 35% | -27 | 18 | 44 | 14 | 179
CCCCCCCOC(=O)c1ccc(OC(=O)c2cccnc2)cc1 | -7% | -8 | 79 | -36% | -17 | 80 | 96 | 8 | 79
COc1ccc(C2C(C#N)=C(N)N(Nc3ccccc3)C3=C2C(=O)CC(C)(C)C3)cc1C (stereo not given) | 4% | 0 | 103 | -6% | / | / | / | 0 | 103
CC(C)CCNC(=O)CN(Cc1ccc2c(c1)OCO2)C(=O)CCC(=O)Nc1ccccn1 | 7% | -2 | 152 | -9% | -3 | 98 | 101 | 2 | 152
Cc1ccccc1NC(=O)Cn1c(=O)n(C)c2ccccc21 | 4% | -7 | 102 | 4% | 4 | 93 | 88 | 7 | 102
Cc1ccc(-c2nc(=S)c3c(n2CCN2CCOCC2)CC(C)(C)OC3)cc1 | -14% | -8 | 72 | -12% | -17 | 54 | 71 | 8 | 72
Fc1cccc(C2CC(c3cccc(Br)c3)Nc3nnnn32)c1 (stereo not given) | 2% | / | / | 12% | -5 | 81 | 87 | / | /
CCOC(=O)c1ccc(NC(=O)CNC(=O)c2ccccc2)cc1 | 1% | -1 | 155 | 23% | / | / | / | 1 | 155
O=C(C1=C(O)C(=O)N(CCN2CCOCC2)C1c1ccccc1)c1cccs1 (stereo not given) | / | -17 | 183 | / | -1 | 92 | 93 | 17 | 183
O=C(NCc1ccco1)C12CC3CC(C1)CC(C(=O)NCc1ccco1)(C3)C2 | 4% | 6 | 114 | -5% | 7 | 89 | 82 | -6 | 114
CCC(C)(C)n1nnnc1C(c1cc2cc3c(cc2[nH]c1=O)OCO3)N1CCN(C)CC1 (stereo not given) | -5% | -28 | 188 | -56% | 11 | 94 | 82 | 28 | 188
O=C(NCc1ccccn1)c1cc(-c2ccccc2Cl)on1 | -6% | -4 | 172 | 3% | 11 | 101 | 90 | 3 | 172
c1cncc(C2Nc3ccccc3-c3nc4ccccc4n32)c1 (stereo not given) | 4% | -15 | 68 | 13% | 7 | 82 | 75 | 15 | 68
COc1cc(C)c(Br)cc1S(=O)(=O)NCc1ccccc1 | -3% | 2 | 126 | -11% | / | / | / | -2 | 126
CCn1c(SCC(=O)c2ccccc2)nnc1-c1cnccn1 | -1% | 2 | 155 | 14% | / | / | / | -2 | 155
CCCCN(CC)Cc1ccc(CNC(=O)Nc2ccc(OCC)cc2)o1 | 3% | -16 | 161 | -15% | -3 | 103 | 106 | 16 | 161
COC(=O)C1=C(C)NC(C)=C(C(=O)OC)C1c1ccc2ccccc2n1 | 4% | 3 | 115 | -4% | -4 | 100 | 104 | -3 | 53
CCCCNc1oc(-c2ccc(OC)cc2)nc1S(=O)(=O)c1ccccc1 | -4% | 4 | 175 | -2% | 7 | 95 | 89 | -4 | 175
COc1ccc(CN=Cc2c(C(F)(F)F)[nH][nH]c2=O)cc1 | 11% | 1 | 148 | -14% | 7 | 93 | 86 | -1 | 148
CCOC(=O)c1c(C)c(C(=O)Nc2ccccc2)c(C)n1CC | -4% | 0 | 93 | 8% | -17 | 64 | 80 | 0 | 93
O=C1CC(C(=O)N(CC2CCCO2)C(C(=O)NC2CCCCC2)c2ccncc2)CS1 (stereo not given) | / | 1 | 146 | / | -24 | 86 | 109 | -1 | 146
c1ccc(-c2noc(-c3ccncc3)n2)nc1 | 0% | -25 | 134 | 7% | -18 | 48 | 66 | 25 | 134
Cc1nc2c(ccc3nc(NC(=O)c4ccc5c(c4)OCCO5)sc32)s1 | -41% | -12 | 97 | 0% | -21 | 8 | 29 | 12 | 97
COc1ccccc1-n1c(C)cc(C=O)c1C | 8% | 5 | 103 | 14% | -1 | 82 | 83 | -5 | 103
c1ccc(-c2nccc(-c3ccc(-n4cnc5ccccc54)cc3)n2)nc1 | 0% | -2 | 169 | -23% | / | / | / | 2 | 169
CN(C)c1ccc(-c2n(C)c3ccccc3[n+]2C)cc1 | 2% | 0 | 178 | 32% | -2 | 93 | 96 | 4 | 95
COC(=O)c1ccc(COC(=O)CCc2nc(-c3ccccc3)c(-c3ccccc3)o2)cc1 | -10% | -24 | 155 | -31% | 12 | 83 | 71 | 24 | 155
COc1ccc(N2CCN(C(=O)Cn3c(=O)[nH]c4ccsc4c3=O)CC2)cc1 | 2% | / | / | 5% | 6 | 89 | 83 | / | /
O=c1nc(N2CCOCC2)ccn1Cc1ccc(Br)cc1 | -10% | 6 | 166 | 11% | 14 | 103 | 89 | -6 | 166
Cc1cccc2sc(NC(=O)CN(C)S(=O)(=O)c3cccs3)nc12 | -22% | -8 | 78 | -10% | 2 | 88 | 86 | 8 | 78
CCC(=O)c1ccc(OCC(O)CN2CCN(c3cccc(C(F)(F)F)c3)CC2)cc1 (stereo not given) | -2% | -7 | 117 | -41% | 11 | 80 | 69 | 7 | 117
COc1ccccc1N1CCN(C(=O)CSc2nc(N)cc(=O)[nH]2)CC1 | -2% | -15 | 144 | -25% | 2 | 98 | 96 | 15 | 144
COc1cccc(C(=O)Nc2nnc(-c3cccs3)s2)c1 | 10% | -31 | 147 | 18% | / | / | / | 31 | 147
COc1c2c(nc3occc13)C(CC=C(C)C)(OC)C(OC(C)=O)CC2 (stereo not given) | / | -2 | 91 | / | -16 | 78 | 93 | 2 | 91
CN(C)CCNC(=O)c1ccccc1-c1ccccc1 | -7% | -4 | 149 | 12% | -3 | 99 | 102 | 4 | 149
COC(=O)C1=C(C)N(Cc2ccc(C)cc2)C(=O)C1 | 7% | 5 | 129 | 6% | / | / | / | -5 | 129
COc1ccc(N2C(=O)CC(N3CCN(c4ccccc4F)CC3)C2=O)cc1 (stereo not given) | -6% | 2 | 146 | 12% | -10 | 92 | 102 | -2 | 146
COc1cccc(C(c2sc3ncnn3c2O)N2CC(C)OC(C)C2)c1 (stereo not given) | -2% | 13 | 45 | -52% | / | / | / | -13 | 45
CC1CCCCN1CCCNC(=O)C1CCN(c2nc3ccccc3o2)CC1 (stereo not given) | -2% | / | / | -37% | 4 | 98 | 95 | / | /
COc1cc(C(=O)Nc2nccs2)cc(OC)c1OC | -3% | -8 | 143 | -1% | 23 | 84 | 62 | 8 | 143
CC(C)(C)c1cc(C(F)(F)F)c(C#N)c(=O)[nH]1 | -12% | -2 | 190 | 8% | 5 | 102 | 97 | 2 | 190
CC(=O)Cc1ccccc1OCC(=O)O | 1% | 6 | 119 | -18% | 16 | 106 | 90 | -6 | 119
CCOC(Cn1c(-c2ccc(OC)cc2)nc2ccccc21)OCC | -18% | -8 | 172 | -71% | 0 | 85 | 85 | 9 | 172
Cc1cc(C)cc(OCC(=O)Nc2ccc(N3CCN(C(=O)c4ccco4)CC3)cc2)c1 | 0% | -4 | 146 | -59% | / | / | / | 4 | 146
CCCCC[n+]1ccn(C2=C([O-])c3ccccc3C(=O)/C2=N\S(=O)(=O)c2ccccc2)c1 | -1% | 11 | 167 | -20% | -4 | 25 | 30 | -11 | 167

(list continues)
molecule | Bcl-B TR3 displacers | NFkB transloc inh | NFkB transloc inh cell count 2 µM | PLAP inhibition | MRP reversal | MRP reversal cytotoxicity | MRP reversal with doxorubicin | NFkB transloc pot | NFkB transloc pot cell count 2 µM
Cc1ccc(-c2nnc(SCc3nc(N)nc(Nc4ccccc4C)n3)n2N)cc1 | 7% | 8 | 144 | -45% | / | / | / | -8 | 144
O=[N+]([O-])c1ccc(N(c2ccccc2)c2ccccc2)cc1 | -103% | 5 | 61 | -12% | / | / | / | -5 | 61
CC1CN(Cc2nc3c(c(=O)n(C)c(=O)n3C)n2CCCc2ccccc2)CC(C)O1 (stereo not given) | / | -18 | 146 | / | -6 | 78 | 84 | 18 | 146
CCCS(=O)(=O)c1c(S(=O)(=O)CCC)c2c3ccccc3ccn2c1C(=O)OC | / | 0 | 92 | / | -19 | 27 | 45 | 1 | 92
O=C(NCc1ccco1)c1ccc(=O)[nH]n1 | 7% | -8 | 150 | 10% | -26 | 78 | 104 | 8 | 150
Cc1cnc(C)c(N2CCC(C(=O)NCc3cccs3)CC2)n1 | 10% | 0 | 103 | 4% | 10 | 95 | 85 | -1 | 103
CC(C)(C)C(=O)/C=C(\N)c1ccccn1 | 5% | -4 | 129 | -17% | 1 | 89 | 89 | 4 | 129
CCOC(=O)N1CCN(CC(=O)Nc2c(C(=O)OC)[nH]c3ccccc23)CC1 | -1% | -33 | 182 | -11% | -18 | 44 | 62 | 33 | 182
